D2 antag: antagonizes the human D2 dopamine receptor | P14416 | inhibition, % at 10 µM | HEK293 TREx D2 cells, calcium flux, dopamine EC80 | 340,000 tested, 2% active | AID 485344; in the data active = inhibition above about 30%; also: 0% is about no effect
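Inhibition of EC80 dopamine-driven calcium flux, recorded kinetically, defines activity here; cells are a tetracycline-induced HEK293 T-REx line expressing force-coupled D2.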
Glioma ERSR ind: inducers of ER stress response in human glioma cells. AID 602332. 420,000 tested, 0.02% active. Potency, µM, for inactives: top-dose activation, actives largely listed as activators. U87-MG GRP78 promoter luciferase reporter, 16 h; also: potency is read from the fitted curve at half-maximal effect; series mostly up to about 76 µM; % of control where 0% means no effect; nearly all actives have a fitted effect of over 35% in size
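ERSR induction read as luciferase luminescence (Bright-Glo, 10 min at room temperature) in stably transfected human U87-MG glioma cells exposed to compounds for 16 h, using GRP78 as sensor.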
LDHA block: blocks human lactate dehydrogenase A. activity change, % (values are at about 110 or 230 µM). P00338. 480,000 tested, 0.15% active. purified LDHA, NADH/diaphorase-resazurin fluorescence; hits give low values; in the data active = activity change below about -30%; inconclusive = mostly about -25% to -30%;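 also: plate controls were DMSO wells for no effect and wells without enzyme for full effect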
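Human LDH5 (2 nM) was incubated with 0.06 mM NADH and 0.2 mM pyruvate for 5 min at room temperature in Tris pH 7.4. Remaining NADH was coupled through diaphorase/resazurin, and resorufin fluorescence was read at 0 and 20 min.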
ERG-DNA inh: blocks human ERG Ets domain binding to DNA. P11308. fluorescence polarization, His-ERG Ets domain / labelled DNA. Potency, µM (series often up to 76.9 µM), for the others: top-dose FP activity, negative = inhibition, actives largely listed as inhibitors. 370,000 tested, 0.028% active; active = well fitted inhibition curve with a large enough effect in the polarisation, with a control signal flat; inconclusive = small, poorly fitted or top-dose-only effect, or effect the other way, or a change in a side signal; inactive = no such curve, though single readings can be large or run the other way; the % refers to the polarisation;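 also: polarization taken with two DNA probes labelled with fluorescein and Texas red; potency is read from the fitted curve at half-maximal effect; % of control where 0% means no effect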
Target sequence (P11308 whole entry, looked up, the tested form may be a part): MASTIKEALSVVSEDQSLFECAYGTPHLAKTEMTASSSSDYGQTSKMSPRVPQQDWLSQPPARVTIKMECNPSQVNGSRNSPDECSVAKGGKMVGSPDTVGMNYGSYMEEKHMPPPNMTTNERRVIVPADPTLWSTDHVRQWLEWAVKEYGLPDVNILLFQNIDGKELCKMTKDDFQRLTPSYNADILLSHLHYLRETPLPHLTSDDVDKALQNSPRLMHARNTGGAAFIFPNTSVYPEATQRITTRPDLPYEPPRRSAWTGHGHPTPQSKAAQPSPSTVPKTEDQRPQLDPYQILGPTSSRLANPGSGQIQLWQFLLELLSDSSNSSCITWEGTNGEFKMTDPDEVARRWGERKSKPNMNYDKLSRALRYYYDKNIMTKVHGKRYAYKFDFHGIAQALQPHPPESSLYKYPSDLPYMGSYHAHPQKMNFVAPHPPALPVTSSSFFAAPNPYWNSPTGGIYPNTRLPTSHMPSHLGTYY
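His-tagged ERG Ets domain (1 uM in the protein solution; 300mM KCl, 50mM Tris-HCl, 1mM EDTA, 1mM DTT, pH 7.5) received compound, then a probe mix of 5 nM fluorescein-DNA and 100nM Texas-615-DNA. Fluorescence polarization was read for both dyes.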
Vif-APOBEC3F blk: blocks the Vif interaction with APOBEC3F; HeLa A3F-eYFP + Vif (tagged APOBEC3F with the HIV-1 protein that degrades it), YFP fluorescence increase; Potency, µM (top dose mostly 46.1 µM), inactives show at the top dose activity, negative = active; 390,000 tested, 0.2% active; also: potency is read from the fitted curve at half-maximal effect; % of control where 0% means no effect; nearly all actives have a fitted effect of over 65% in size
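Fluorescence increase (Ex 488/Em 500-530) after overnight compound treatment at 37 deg C flags inhibition of Vif-driven A3F-eYFP loss in stable HeLa A3F-eYFP/Vif cells seeded overnight beforehand.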
RGS4 inhibitor: blocks human RGS4-accelerated GTP hydrolysis; Potency, µM (titrated, usually from 114 µM), for inactives: top-dose activity change, negative = inhibition, hits mostly inhibitors; 390,000 tested, 0.039% active; Transcreener GDP fluorescence polarization, RGS4-accelerated GTP hydrolysis; P49798; also: potency is read from the fitted curve at half-maximal effect; % is scaled to controls: 0 for no effect and ±100 for the full control effect; nearly all actives have a fitted effect of over 75% in size; some results filed as inactive show a strong effect at the top dose
Target sequence (P49798 whole entry, looked up): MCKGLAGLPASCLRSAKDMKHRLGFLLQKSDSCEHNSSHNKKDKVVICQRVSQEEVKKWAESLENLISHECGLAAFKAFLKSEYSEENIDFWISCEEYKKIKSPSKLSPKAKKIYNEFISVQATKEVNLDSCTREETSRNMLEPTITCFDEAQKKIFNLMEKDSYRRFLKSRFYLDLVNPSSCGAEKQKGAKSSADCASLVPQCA
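MLSMR compounds (23 nl, pin-transferred) preincubated 10 min at room temperature with a 500nM (2x) first reagent, then RGS4 at 900nM (2x) plus Transcreener GDP mix added; fluorescence polarization (620/688 nm) read before and after 90 min at 30 °C.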
Vif-A3G inh: blocks the Vif interaction with human APOBEC3G | HeLa A3G-eYFP + Vif (tagged APOBEC3G with the HIV-1 protein that degrades it), YFP fluorescence, overnight | AID 602310 | Potency, µM (titrated, usually from 46.1 µM), for inactives: at the top dose activity, negative = active, actives largely listed as inhibitors | 410,000 tested, 0.076% active;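 also: potency is read from the fitted curve at half-maximal effect; % is scaled to controls: 0 for no effect and ±100 for the full control effect; nearly all actives have a fitted effect of over 60% in size; hits raise eYFP signal because A3G escapes Vif-driven loss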
Target sequence (Q9HC16 whole entry, looked up): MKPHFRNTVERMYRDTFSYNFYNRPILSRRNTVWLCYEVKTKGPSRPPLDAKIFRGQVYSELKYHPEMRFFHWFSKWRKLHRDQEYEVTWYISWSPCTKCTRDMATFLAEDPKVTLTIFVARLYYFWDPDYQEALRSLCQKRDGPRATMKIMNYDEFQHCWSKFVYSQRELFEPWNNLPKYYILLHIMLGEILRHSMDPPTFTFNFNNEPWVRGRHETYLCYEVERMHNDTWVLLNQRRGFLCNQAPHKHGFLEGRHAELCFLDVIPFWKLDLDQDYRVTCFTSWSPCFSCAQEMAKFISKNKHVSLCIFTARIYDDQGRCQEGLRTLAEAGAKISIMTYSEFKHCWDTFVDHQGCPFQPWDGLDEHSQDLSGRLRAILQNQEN
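Read-out is eYFP fluorescence (Ex 488/Em 500-530) from Vif-expressing HeLa A3G-eYFP cells; more signal means A3G escaped Vif-mediated degradation. Cells plated overnight, compound pinned in, incubated overnight at 37 deg C.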
D2 ag: agonists of human D2 dopamine receptor. HEK293 T-REx D2 cells, calcium flux agonist mode. activation, % at 2 µM. 340,000 tested, 0.53% active;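 active = activation over 3 SD above normal in the single-dose calcium agonist read, cut at about 30% in these data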; also: 0% is about no effect
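In this primary screen, compounds producing a positive calcium signal within 180 s of addition to tetracycline-induced, force-coupled HEK293 Trex D2 cells are flagged; cells are dye-loaded with a no-wash calcium kit beforehand.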
12-LOX inh: inhibitors of human 12S-lipoxygenase ALOX12; 580,000 tested, 1.1% active; Potency, µM (highest dose often 108 µM), inactives show at the top dose activity change, negative = inhibition, most hits filed as inhibitors; purified 12hLO, xylenol orange hydroperoxide absorbance; also: potency is read from the fitted curve at half-maximal effect; % is scaled to controls: 0 for no effect and ±100 for the full control effect
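Purified human 12hLO (150 nM final) in 25 mM Hepes, 0.01% Triton X-100, pH 7.0 was preincubated 15 min at room temperature with compound. Then 40 uM arachidonic acid was added, 30 min. Hydroperoxide was read by Fe-XO absorbance ratio 573/405 nm.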
* marks the source's active call; other numbers are inactive results; ? = inconclusive; · = not tested or not shown; [ ] = another dose, or the depositor's remark. Unless noted, calls follow the shape of the dose curve; as a rule, active = well fitted curve in the direction sought with a large enough effect; inconclusive = small, poorly fitted or top-dose-only effect, or another doubt; inactive = no such curve, though single readings can be large; an effect the other way counts as inactive or inconclusive.

SMILES	D2 antag	Glioma ERSR ind	LDHA block	ERG-DNA inh	Vif-APOBEC3F blk	RGS4 inhibitor	Vif-A3G inh	D2 ag	12-LOX inh
O=[N+]([O-])c1cc(/C=N/N2CCN(Cc3ccccc3)CC2)ccc1Cl	-8	-2%	-1	-1%	9%	16%	1%	-0.1	·
Cn1c(SCC(=O)Nc2ccc(N3CCOCC3)cc2)nnc1-c1ccccc1F	13	1%	-14	-1%	1%	-10%	-4%	0.2	-22%
CNC(=O)c1c(C)[nH]c(=S)c(C#N)c1-c1ccco1	16	-4%	3	2%	1%	?	-12%	0.3	?
O=C(Nc1ccc(F)cc1F)c1ccc2c(c1)[nH]c(=O)n2Cc1ccc(F)cc1	11	-5%	-1	-10%	-2%	-7%	0%	-0.5	-10%
COc1ccc(CCNC(=O)c2cc3c(=O)n4cccc(C)c4nc3n(CCCN3CCOCC3)c2=N)cc1	-4	-5%	2	7%	-16%	-20%	4%	-0.2	-5%
COc1nccc(Nc2ccccc2)c1C#N	-2	-3%	-4	-5%	-3%	-7%	-9%	0.0	-3%
CC1CCN(Cc2ccc(-c3nnn(CC(=O)NC4CCCCC4)n3)cc2)CC1	-14	-1%	-6	-3%	-4%	-8%	7%	0.1	-2%
Nc1nc2ncc(C(=O)c3cc(Cl)cc(Cl)c3O)cc2s1	-3	0%	0	6%	-1%	-46%	-5%	-1.9	?
O=C(Nc1cccc(Oc2ccccc2)c1)C1Cc2c(-c3ccccc3)ccnc2O1 (stereo not drawn)	·	-3%	-3	·	·	·	-3%	·	10%
Cc1ccc(Cc2nnc3n(-c4cccc(C)c4)nc(C(=O)c4ccccc4)n3c2=O)cc1	-1	-2%	0	0%	-2%	-15%	-4%	-0.6	-7%
O=C(O)c1ccccc1OCCOc1ccccc1C(=O)O	-4	-3%	-8	-2%	-12%	-12%	1%	0.5	-10%
O=C(C1CCC(CNc2c(N3CCCC3)c(=O)c2=O)CC1)N1CCc2ccccc21 (stereo not drawn)	-7	-4%	-4	-4%	9%	16%	-5%	-0.3	9%
N#C/C(=C(/O)COC(=O)CCc1ccc(S(=O)(=O)N2CCOCC2)cc1)c1nc2ccccc2[nH]1	-21	-16%	0	-2%	-3%	0%	-5%	-0.6	0%
CNc1snc(C)c1C(=O)OCC(=O)N(C)c1ccccc1	-13	-1%	-1	2%	7%	-28%	3%	0.5	-24%
CCOC(=O)Cn1c(C)c(C#N)c2ccccc21	-14	-2%	-4	-2%	-9%	-11%	-4%	0.6	14%
O=c1c(Cc2ccc(F)cc2)c(O)ccn1CCc1ccccn1	41*	-5%	-11	2%	-2%	3%	10%	0.8	122%[activator]
CC1CCCC(NC(=O)C2CCC(CNc3c(N4CCCC4)c(=O)c3=O)CC2)C1C (stereo not drawn)	-9	-4%	-1	5%	-2%	10%	1%	-0.5	14%
CC1C(=O)N(Cc2cn(CCC3OCCO3)nn2)CCS(=O)(=O)N1Cc1ccc(-c2ccncc2)cc1 (stereo not drawn)	·	-7%	0	·	-3%	·	-11%	·	-13%
COc1ccc(N2CCN(C(CNC(=O)C(=O)NC3CCCC3)c3ccco3)CC2)cc1 (stereo not drawn)	4	-1%	0	-11%	9%	-34%	0%	-0.3	0%
CCCCOc1ccc(C(=O)NCCc2sc(-c3ccc(OC)c(OC)c3)nc2C)cc1	·	-5%	0	-5%	-5%	-5%	2%	0.5	-19%
CCCCn1c(SCC(=O)Nc2ccccc2C(F)(F)F)nc2ccsc2c1=O	5	-2%	-17	1%	1%	-14%	-1%	3.4	0%
Cc1cc(NC(=O)c2cc([N+](=O)[O-])cc([N+](=O)[O-])c2)n(-c2ccccc2)n1	4	-6%	-1	0%	2%	-30%	-12%	1.2	9%
COc1cccc(-n2nnnc2SCC(=O)c2ccc(NC(C)=O)cc2)c1	0	0%	-5	-3%	-10%	-21%	0%	0.3	-4%[57.4 µM]
CC12CCC(=O)N1C(C(=O)NCCN1C(=O)S/C(=C\c3ccccc3F)C1=O)CS2 (stereo not drawn)	-9	-3%	-5	-11%	-22%	-16%	0%	1.3	-3%

The last 2 records of the section above come first, to join the parts.
SMILES	D2 antag	Glioma ERSR ind	LDHA block	ERG-DNA inh	Vif-APOBEC3F blk	RGS4 inhibitor	Vif-A3G inh	D2 ag	12-LOX inh
COc1cccc(-n2nnnc2SCC(=O)c2ccc(NC(C)=O)cc2)c1	0	0%	-5	-3%	-10%	-21%	0%	0.3	-4%[57.4 µM]
CC12CCC(=O)N1C(C(=O)NCCN1C(=O)S/C(=C\c3ccccc3F)C1=O)CS2 (stereo not drawn)	-9	-3%	-5	-11%	-22%	-16%	0%	1.3	-3%
O=C(NCc1ccccc1)c1cc(C2COCCN2C(=O)OCCF)on1 (stereo not drawn)	·	-2%	-1	·	·	·	2%	·	9%
C[C@@H]1CN[C@@H](CCO)/C1=C\c1ccccc1	·	-1%	0	-3%	-6%	-13%	2%	·	18%
CCNS(=O)(=O)c1ccc2c3c(cccc13)C(=O)N2	-3	-3%	-3	-6%	4%	-5%	1%	48*	-10%
Cc1ccc2[nH]c(=O)c(CN(Cc3cccnc3)Cc3nnnn3CC3CCCO3)cc2c1 (stereo not drawn)	3	1%	-4	-1%	5%	-10%[56.9 µM]	2%	0.8	12%
CN(C)CC(C)(C)CNS(=O)(=O)c1ccc(Cl)cc1	-1	-2%	-2	-9%	7%	-1%	2%	-0.3	-3%
O=C(COC(=O)c1ccc(F)c(S(=O)(=O)N2CCOCC2)c1)Nc1ccc(Cl)cn1	·	-3%	-2	·	-5%	·	5%	·	-10%
CCOC(=O)C(C)Oc1nc(Oc2ccccc2)nc(N(C)C)n1 (stereo not drawn)	-14	-1%	-2	14%	5%	8%	-1%	0.1	7%
O=S(=O)(N/N=C\c1ccccc1O)c1ccc(Cl)cc1	·	3%	-7	-1%	-5%	-17%	0%	·	25%
Cc1ccc(F)c(NC(=O)C2CCCCC2C(=O)O)c1 (stereo not drawn)	-6	-2%	-4	·	3%	-11%	0%	1.1	8%
COc1cccc(CNC(=O)c2cccnc2Sc2ccc(Cl)cc2)c1	-19	-1%	-1	-6%	-1%	-3%	0%	1.9	-12%
Cc1cc(=O)n2nc(N3CCC(C(=O)Nc4ccc(Br)c(C)c4)CC3)sc2n1	·	-1%	-6	-2%	1%	-8%	2%	-0.3	-22%
Cc1cccc(C)c1NC(=O)C(c1ccc([N+](=O)[O-])cc1)N(C)C(=O)c1ccccn1 (stereo not drawn)	-8	-3%	-3	-1%	0%	-15%	-2%	-2.1	-14%
N#Cc1ccccc1OCC(=O)NNC(=O)c1ccncc1	·	-4%	-7	-5%	7%	-3%	0%	·	14%
O=C(CCCNC(=O)c1ccc(Cl)cc1)Nc1ccccc1F	23	1%	6	-7%	0%	-9%	1%	0.5	-9%
CCN(CC)C(=O)Cn1cc(C(=O)C(=O)NCc2cccs2)c2ccccc21	-21	0%	-4	3%	-11%	-29%	0%	0.8	11%
Cc1nn(C)c2c1c(C(F)(F)F)cc(=O)n2CC(=O)NCCC(C)C	·	-3%	0	-1%	4%	-22%	0%	·	-24%
O=C(c1ccco1)N1N=C(c2cccs2)CC1c1ccccc1O (stereo not drawn)	-3	2%	-8	12%	-11%	17%	?	-0.8	0%
COc1ccc(S(=O)(=O)NCc2ccc3c(c2)CCN3C(C)=O)cc1OC	·	-3%	-7	-5%	-5%	9%	4%	0.1	-24%
CCc1ccc(/C=C2/C(=O)N(CC)C(=S)N2C)s1	9	1%	-3	7%	?	8%[11.4 µM]	-1%	-0.6	-24%
Cc1ccc(S(=O)(=O)N2CCN(C(=O)c3cc(S(=O)(=O)N4CCOCC4)c(Cl)cc3Cl)CC2)cc1	·	-4%	0	2%	-3%	-12%	0%	·	65%[activator]
COc1ccc([N+](=O)[O-])cc1N(CC(=O)NCCSc1ccccc1)S(C)(=O)=O	·	0%	-3	-4%	-6%	-11%	5%	·	-16%
CCOc1cccc(NC(=O)C2CC(=O)N(C)C(=Nc3cccc(F)c3)S2)c1 (stereo not drawn)	-3	-1%	-1	·	-9%	-8%	1%	-1.0	-9%
CC(C)C(NS(=O)(=O)c1cccc2nsnc12)C(=O)NC1CCCCC1C (stereo not drawn)	-2	2%	-2	-5%	-5%	18%[56.9 µM]	1%	0.1	·
COCCNC(=O)C1CCC(CNS(=O)(=O)c2cccc3nsnc23)CC1 (stereo not drawn)	3	-5%	-6	-5%	1%	-8%[56.9 µM]	2%	-0.5	3%
CC1Cc2ccccc2N1C(=O)CSc1nnc(-c2ccc(S(=O)(=O)N3CCCC3)cc2)o1 (stereo not drawn)	4	-4%	-6	2%	-1%	1%	-6%	0.4	0%
NNC(=O)c1[nH]c2ccc([N+](=O)[O-])cc2c1-c1ccccc1	-12	-7%	0	-6%	1%	-30%	?	1.1	24%
Clc1ccc(CSc2nc3ncccc3[nH]2)cc1	·	-1%	-9	1%	8%	-15%	3%	0.6	-1%
CCOc1cccc2c1OC1(C)CC2NC(=O)N1c1cccc(C(=O)NCc2ccccn2)c1 (stereo not drawn)	-7	-2%	-2	-6%	-13%	-3%	0%	0.0	-14%
Nc1ccn([C@@H]2O[C@H](CNCc3ccc(C#CCCO)cc3)[C@@H](O)[C@H]2O)c(=O)n1	·	-4%	-13	·	-7%	·	2%	·	0%
O=C(Nc1cccc(-c2ccccc2)c1)N1CCN(C(=O)Nc2cccc(-c3ccccc3)c2)CC1	-9	-7%	-3	10%	1%	9%	-1%	0.5	-16%
COc1ccc(S(=O)(=O)N(C)CC(=O)NCc2ccco2)cc1Cl	8	2%	-8	4%	0%	-2%	-15%	0.1	8%

An excerpt (hit frequency here may not be typical).
